# Screening data as filed in PubChem.
# GSK3 alpha inh = inhibitors of human GSK-3 alpha kinase; ADP-Glo luminescence, 60 min; inhibition, % at 10 µM; 320,000 tested, 0.1% active; AID 2650;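 in the data active = inhibition above about 50%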;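 also: GST-tagged GSK-3 alpha with peptide substrate and 25 µM ATP; 0% = DMSO neutral wells and 100% = GW8510 positive control wells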
# Target sequence (P49840 whole entry, looked up): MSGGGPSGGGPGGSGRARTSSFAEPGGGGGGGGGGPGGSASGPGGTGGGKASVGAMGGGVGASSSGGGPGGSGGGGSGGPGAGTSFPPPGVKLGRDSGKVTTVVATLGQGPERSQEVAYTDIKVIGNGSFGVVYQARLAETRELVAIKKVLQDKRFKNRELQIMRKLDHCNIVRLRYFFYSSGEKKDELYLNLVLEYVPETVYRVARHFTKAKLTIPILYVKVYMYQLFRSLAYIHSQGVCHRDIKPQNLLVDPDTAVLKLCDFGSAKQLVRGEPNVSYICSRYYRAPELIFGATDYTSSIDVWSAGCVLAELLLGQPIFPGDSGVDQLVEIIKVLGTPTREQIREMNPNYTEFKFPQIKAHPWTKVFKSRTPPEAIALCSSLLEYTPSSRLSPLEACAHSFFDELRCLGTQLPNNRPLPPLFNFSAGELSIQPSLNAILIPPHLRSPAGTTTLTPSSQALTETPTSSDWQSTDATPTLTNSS
# HSF1 activator = increases HSF-1 driven luciferase reporter signal; activation, % at 9 µM; 300,000 tested, 1.7% active; NIH3T3-HGL HSF-1 luciferase reporter, MG132, 8 h; 100% = twice DMSO control signal;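 active = mean replicate activation of at least 50% with a set share of replicates each reaching 50%; inconclusive = only one of those two conditions met; inactive = mean below 50% and too few replicates reaching it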;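 also: 0% = median of the neutral control wells and 100% = twice that signal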
# HDAC3 inh = human HDAC3 inhibition; O15379; 320,000 tested, 0.15% active; recombinant HDAC3, fluorogenic peptide/trypsin coupled, fluorescence; inhibition, % at 8.3 µM; in the data active = inhibition above about 26%, passing the limit was not always enough; inconclusive = no clear call, values can overlap the other calls
# Target sequence (O15379 whole entry, looked up): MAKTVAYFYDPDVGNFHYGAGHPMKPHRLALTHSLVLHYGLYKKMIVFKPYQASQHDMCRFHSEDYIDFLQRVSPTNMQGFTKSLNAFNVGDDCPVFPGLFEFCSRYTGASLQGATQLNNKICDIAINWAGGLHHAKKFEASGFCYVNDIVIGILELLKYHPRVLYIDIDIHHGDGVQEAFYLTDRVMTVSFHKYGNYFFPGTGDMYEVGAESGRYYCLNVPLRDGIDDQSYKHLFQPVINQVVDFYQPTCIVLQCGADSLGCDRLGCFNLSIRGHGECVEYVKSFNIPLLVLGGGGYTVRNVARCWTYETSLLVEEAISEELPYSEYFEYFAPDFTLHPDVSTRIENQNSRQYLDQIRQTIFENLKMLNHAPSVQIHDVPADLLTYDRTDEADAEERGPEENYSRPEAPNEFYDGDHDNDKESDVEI
# HSF1 inh = HSF1 inhibition | 300,000 tested, 0.77% active | AID 2098 | NIH3T3-HGL HSE-luciferase, MG132-induced, luminescence 8 h; hits give low values | activity change, negative = inhibition, % at 7.5 µM (by protocol);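 active = more than half of replicate wells show activity change below -50%, luminescence cut by over half; inconclusive = some wells, but at most half, below -50%; inactive = no replicate well below -50%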;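 also: luciferase reports HSF-1 transcriptional activity via heat shock element; 0% = median of DMSO wells and -100% = zero luminescence signal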
# Dyrk1A ADPGlo = inhibitors of rat Dyrk1A kinase. Q63470. ADP-Glo luminescence, NFATc1 peptide. inhibition, % at 12.5 µM. 310,000 tested, 0.43% active. AID 504441; in the data active = inhibition above about 50%;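 also: plate controls were vehicle with enzyme for no effect and no enzyme for full effect; many of its hits are not listed in these tables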
# The depositor's hits bear a star; ? = inconclusive; . = not tested or not shown. An excerpt, so the mix of outcomes need not match the whole.
SMILES,GSK3 alpha inh,HSF1 activator,HDAC3 inh,HSF1 inh,Dyrk1A ADPGlo
CC(=O)N1CCN(c2ccc(N)cc2)CC1,-0.5,.,-1.0,.,1.3
CCn1nnc2cc(C(=O)Nc3cccc(S(=O)(=O)N(C)C)c3)ccc21,1.3,.,-8.3,.,0.0
CCOC(=O)C(C)(C)Oc1ccc(Cl)cc1,0.5,.,-2.5,.,11.9
O=C(COC(=O)c1ccc(Cl)cc1[N+](=O)[O-])NCc1ccco1,2.3,.,-2.1,.,-0.6
O=C(COC(=O)c1ccc(Cl)c(S(=O)(=O)N2CCOCC2)c1)Nc1ccc2[nH]c(=O)[nH]c2c1,0.4,.,-0.5,.,12.7
C[C@H]1CN([C@@H](C)CO)C(=O)c2cccc(NS(=O)(=O)c3ccc(F)cc3)c2O[C@H]1CN(C)Cc1ccc(Cl)c(Cl)c1,3.3,.,3.6,.,10.4
CC(=O)Nc1ccc(C(=O)OCC(=O)N2CCCC2=O)cc1,-0.3,.,0.7,.,4.4
CC(CNC(=O)COc1ccc2c(c1)OCO2)c1ccccc1 (stereo unspecified),5.6,.,-0.9,.,19.5
O=C(COc1ccccc1C(=O)O)Nc1cccc2ccccc12,-3.5,.,-2.8,.,1.6
COc1ccc(CCNC(=O)C(C)SCC(=O)Nc2ccc(F)cc2)cc1 (stereo unspecified),2.0,.,2.4,.,-0.6
CCOc1ccccc1N1CCN(C(=O)C2CSC3(C)CCC(=O)N23)CC1 (stereo unspecified),2.1,.,-2.7,.,0.5
O=C(NCc1cccc(F)c1)c1cccc2c1C(=O)c1ccc(Cl)cc1S2(=O)=O,-1.7,.,4.6,.,-3.2
COc1ccc(S(=O)(=O)Nc2ccc3c(c2)C(=O)N([C@H](C)CO)C[C@H](C)[C@@H](CN(C)C(=O)NC(C)C)O3)cc1,-2.8,.,-7.8,.,12.2
Cc1ccc(S(=O)(=O)N2CCN(C(=O)COC(=O)c3cncc(Br)c3)CC2)c(C)c1,-1.7,.,-3.9,.,-6.5
COc1ccc(S(=O)(=O)N(C)C[C@H]2Oc3c(NS(=O)(=O)c4cn(C)cn4)cccc3C(=O)N([C@H](C)CO)C[C@@H]2C)cc1,0.2,.,0.2,.,5.9
O=C(COC(=O)COc1cc(Cl)c(Cl)cc1Cl)NC1CC1,0.9,.,2.5,.,0.1
Cc1ccc(NC(=O)COC(=O)c2cccc(C)c2[N+](=O)[O-])cc1S(=O)(=O)N1CCCCC1,-2.3,.,?,.,0.3
CC(C)(C)OC(=O)N1CCN(C(=O)c2[nH]cnc2C(=O)Nc2ccc(Cl)cc2)CC1,-2.1,.,3.5,.,7.7
Nc1nc(SCC(=O)N2CCCc3ccccc32)n[nH]1,-0.8,.,-0.9,.,2.1
CC(=O)N1CCN(c2ccc(S(=O)(=O)N3CCCCC3)cc2[N+](=O)[O-])CC1,-2.7,.,3.1,.,6.0
Cc1ccc(S(=O)(=O)NCCC(=O)NCC(c2cccs2)N(C)C)cc1 (stereo unspecified),10.2,.,6.9,.,-3.5
NC(=O)c1cc([N+](=O)[O-])c(Cl)cc1NCc1ccncc1,13.7,.,7.7,.,10.3
COc1ccc(S(=O)(=O)Nc2cccc3c2O[C@H](CN(C)C)[C@@H](C)CN([C@H](C)CO)C3=O)cc1,-1.5,.,-2.6,.,10.8
O=C(C1CC(=O)N(c2ccc3c(c2)OCCO3)C1)N1CCN(Cc2ccccc2)CC1 (stereo unspecified),-1.4,.,-2.4,.,-3.3
CCOC(=O)C1=C(COC(=O)c2ccc3ccccc3c2O)NC(=O)NC1C (stereo unspecified),9.6,.,-2.2,.,16.2

# Four compounds out of the list, ordered by length of the SMILES, ascending:
SMILES,GSK3 alpha inh,HSF1 activator,HDAC3 inh,HSF1 inh,Dyrk1A ADPGlo
CCOC(=O)C(C)(C)Oc1ccc(Cl)cc1,0.5,.,-2.5,.,11.9
CCOC(=O)C1=C(COC(=O)c2ccc3ccccc3c2O)NC(=O)NC1C (stereo unspecified),9.6,.,-2.2,.,16.2
CC(=O)N1CCN(c2ccc(S(=O)(=O)N3CCCCC3)cc2[N+](=O)[O-])CC1,-2.7,.,3.1,.,6.0
C[C@H]1CN([C@@H](C)CO)C(=O)c2cccc(NS(=O)(=O)c3ccc(F)cc3)c2O[C@H]1CN(C)Cc1ccc(Cl)c(Cl)c1,3.3,.,3.6,.,10.4

# Looked up by compound from the list above (five):
SMILES,GSK3 alpha inh,HSF1 activator,HDAC3 inh,HSF1 inh,Dyrk1A ADPGlo
O=C(COc1ccccc1C(=O)O)Nc1cccc2ccccc12,-3.5,.,-2.8,.,1.6
CC(=O)Nc1ccc(C(=O)OCC(=O)N2CCCC2=O)cc1,-0.3,.,0.7,.,4.4
COc1ccc(S(=O)(=O)Nc2cccc3c2O[C@H](CN(C)C)[C@@H](C)CN([C@H](C)CO)C3=O)cc1,-1.5,.,-2.6,.,10.8
COc1ccc(S(=O)(=O)Nc2ccc3c(c2)C(=O)N([C@H](C)CO)C[C@H](C)[C@@H](CN(C)C(=O)NC(C)C)O3)cc1,-2.8,.,-7.8,.,12.2
CC(C)(C)OC(=O)N1CCN(C(=O)c2[nH]cnc2C(=O)Nc2ccc(Cl)cc2)CC1,-2.1,.,3.5,.,7.7

# Other structures:
SMILES,GSK3 alpha inh,HSF1 activator,HDAC3 inh,HSF1 inh,Dyrk1A ADPGlo
O=C(C[C@@H]1C/C=C/CC[C@H](Cc2ccc(F)cc2)C(=O)O[C@H](c2ccccc2)CNC1=O)NCCO,-2.6,.,-1.4,.,10.7
O=C(O)c1ccccc1NS(=O)(=O)c1ccc(NN=Cc2ccc(F)cc2)c([N+](=O)[O-])c1,0.0,.,15.2,.,5.6
C=CC(=O)Nc1ccc(Nc2nc(NC3CCC(N(C)C)CC3)nc3c2ncn3C(C)C)cc1 (stereo unspecified),14.6,.,2.8,.,93.4*
Cc1ccc(NC(=O)COC(=O)C2CC2)cc1Cl,1.0,.,-2.4,.,-4.7
OC[C@@H](O)[C@@H](O)CO,3.5,.,-4.9,.,0.4
CCN(CC)C1Oc2cc3c(cc2C(c2cccc(OC)c2O)C1C)OCO3 (stereo unspecified),.,1.3,.,1.3,5.2
CC(=O)c1sc2c(c1OC(=O)c1ccccc1)c(=O)n(-c1ccccc1)c(=S)n2-c1ccccc1,.,-2.3,.,-2.3,-0.4
CC(=O)OC(C)C1C2=C(C(=O)CC1(C)O)C(=O)c1c(ccc(-c3ccc4c(c3O)C(=O)C3=C(C4=O)C(C(C)OC(C)=O)C(C)(O)CC3=O)c1O)C2=O (stereo unspecified),.,-4.2,.,-4.2,0.2
O=C(O)C1C=Cc2ccccc2N1C(=O)c1ccccc1 (stereo unspecified) (tested in a mixture with another compound),.,-7.7,.,-7.7,0.2
CCN(c1ccc2c(c1)OCO2)S(=O)(=O)c1cc2c(cc1Br)CCN2C(=O)C1CC1,.,-10.6,.,-10.6,-2.2
O=C(O)c1cccc2cccc(-c3c4ccc(=O)c(O)c-4oc4c(O)c(O)ccc34)c12,.,13.9,.,13.9,8.9
Nc1nc(-c2ccccc2)ns1,.,-16.3,.,-16.3,2.0
COc1ccc(C2=CCCC2)c(OC)c1,.,1.0,.,1.0,-0.5
CC(=NNc1nc2ccccc2o1)c1cc2ccccc2cn1,.,-52.0,.,-52.0,1.2
COc1ccc(Cl)cc1CC=NNC(=O)c1ccncc1,.,1.9,.,1.9,-2.8
NC1=NC(=O)C(=Cc2ccccc2)S1,.,-11.5,.,-11.5,7.9
O=C1/C(=C\c2ccc(Cl)cc2)CCC1CNc1ccc(Cl)cc1 (stereo unspecified),.,6.7,.,6.7,2.2
O=C1Nc2ccccc2C1=Nc1ccccc1-c1ccccc1,.,-0.6,.,-0.6,-0.8
CCOc1ccc(C=NNC(=O)c2cccc3ccccc23)cc1OCC,.,-6.6,.,-6.6,-0.6
CCc1c(C)nc2[nH]ncn2c1=O,.,-6.1,.,-6.1,0.6
O=C1C=C(NCCc2cc(Br)c(O)c(Br)c2)C(=O)c2ncccc21,.,?,.,?,12.9
O=C1CCn2c1c(O)c1ccccc1c2=O,.,-6.7,.,-6.7,4.5
CC(=NNC(=S)SCc1ccccc1)c1ccccn1,.,95.2*,.,95.2*,-3.3
O=C(Nc1c(Br)cc2c(c1Br)Cc1ccccc1-2)C(F)(F)F,.,-5.4,.,-5.4,0.3
O=c1c2ccccc2sc2c(CO)ccc(NCCN3CCCCC3)c12,.,0.7,.,0.7,-3.0

# Five neighbouring compounds already listed:
SMILES,GSK3 alpha inh,HSF1 activator,HDAC3 inh,HSF1 inh,Dyrk1A ADPGlo
CC(=O)N1CCN(c2ccc(N)cc2)CC1,-0.5,.,-1.0,.,1.3
CCn1nnc2cc(C(=O)Nc3cccc(S(=O)(=O)N(C)C)c3)ccc21,1.3,.,-8.3,.,0.0
CCOC(=O)C(C)(C)Oc1ccc(Cl)cc1,0.5,.,-2.5,.,11.9
O=C(COC(=O)c1ccc(Cl)cc1[N+](=O)[O-])NCc1ccco1,2.3,.,-2.1,.,-0.6
O=C(COC(=O)c1ccc(Cl)c(S(=O)(=O)N2CCOCC2)c1)Nc1ccc2[nH]c(=O)[nH]c2c1,0.4,.,-0.5,.,12.7

# Additional results:
SMILES,GSK3 alpha inh,HSF1 activator,HDAC3 inh,HSF1 inh,Dyrk1A ADPGlo
CC1(C)COC(=S)N1CCC#N,.,-0.2,.,-0.2,3.4
O=C(O)C12C3CCC(O3)C1(C(=O)O)C1CCC2O1 (stereo unspecified),.,6.5,.,6.5,1.7
CCOC(=O)C(Cc1ccc(O)cc1)Nc1nc2ccccc2o1 (stereo unspecified),.,-11.5,.,-11.5,-0.3
COc1cccc(/C=C2/CCC(CN(C)C)C2=O)c1 (stereo unspecified),.,-21.7,.,-21.7,0.0
CCON1C(=O)C2(CCCCC2)C(=O)C12C=CCCC2 (stereo unspecified),.,0.5,.,0.5,0.1
O=C(Nc1ccccc1Cl)c1ccc(C(=O)Nc2ccccc2Cl)cc1,.,-8.7,.,-8.7,-0.9
CCOc1ccccc1C=NNC(=O)c1cccc2ccccc12,.,-6.4,.,-6.4,-1.7
O=C(NN=Cc1cc(Cl)ccc1[N+](=O)[O-])c1cccc2ccccc12,.,-12.4,.,-12.4,-1.0
CCOC(=O)Nc1cccc2c1-c1ccc([N+](=O)[O-])cc1C2=O,.,-8.3,.,-8.3,-0.6
CN(C)c1ccc(C=NNC(=O)c2cccc3ccccc23)c(Cl)c1,.,0.4,.,0.4,0.5
C[N+](C)(C)CCC(=O)N1C/C(=C/c2ccccc2)C(=O)/C(=C\c2ccccc2)C1,.,-1.1,.,-1.1,0.5
Oc1ccccc1C=NN=CC=Cc1ccccc1,.,-35.8,.,-35.8,-3.0
CCOC(=O)c1c2c(n(Cc3ccccc3)c1C)C(=O)C(=O)c1ccccc1-2,.,99.4*,.,99.4*,-0.2
CCOC(=O)NC1CCc2cc(OC)c(OC)c(OC)c2-c2ccc(SC)c(=O)cc21 (stereo unspecified),.,41.0,.,41.0,4.9
O=C1CSCc2nc3ccccc3n21,.,7.0,.,7.0,0.8
O=C(O)c1ccc(C=NN=Cc2ccco2)cc1,.,-12.1,.,-12.1,8.7
CCOC(=O)c1cc(-c2ccccc2)nc2c(O)cccc12,.,9.0,.,9.0,12.6
CCOc1ccccc1C=NN=Cc1ccccc1O,.,-13.6,.,-13.6,1.4
CC(=NNC(=S)N1CCN(c2ccccn2)CC1)c1nccs1,.,-134.7,.,-134.7,6.4
